aSyn rescue: rescues yeast growth from alpha-synuclein toxicity. hit rate 0.14% among 370,000. Yeast expressing alpha-synuclein, growth rescue, BacTiter-Glo, 24 h. AID 652106. Potency, µM (doses to about 46.1 µM), for the others: at the top dose growth rescue (activation), hits mostly activators; also: potency is read from the fitted curve at half-maximal effect; % of control where 0% means no effect; nearly all actives have a fitted effect of over 65% in size
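Screening used galactose-induced yeast with toxic alpha-synuclein levels, exposed to compound for 24 hr at 30 deg C. Cell growth, read with BacTiter-Glo luminescence, gave the measured signal.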
EPAC1 antag: blocks human EPAC1 exchange factor. O95398. EPAC1 GEF assay, Rap1b-BODIPY-GDP exchange fluorescence. Potency, µM (series often up to 115 µM), without a hit: at the top dose activity change, negative = inhibition, hits mostly inhibitors. hit rate 0.14% among 360,000. AID 720709;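 also: potency is read from the fitted curve at half-maximal effect; plate controls were vehicle for no effect and positive control for full effect; nearly all actives have a fitted effect of over 50% in size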
FUS suppressor: rescues growth of FUS-expressing yeast; S. cerevisiae FUS-expressing, growth rescue, OD600, 24 h; Potency, µM (top dose mostly 76.6 µM), for inactives: at the top dose growth rescue (activation), hits mostly activators; hit rate 0.24% among 390,000; AID 1347120;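 also: potency is read from the fitted curve at half-maximal effect; plate controls were DMSO vehicle for no effect and reference control for full effect; nearly all actives have a fitted effect of over 55% in size; some results filed as inactive show a strong effect at the top dose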
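Cultures pregrown in 2.5% raffinose medium are shifted to minimal medium containing 2% galactose to express toxic FUS. Compounds are tested at several concentrations. After 24hr at 30C, growth is quantified at 600 nm absorbance.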
IL2 activator: IL-2 activation. IL-2 activation reporter assay, cell-based qHTS; stimulated with anti-CD3/CD4/CD28 beads; in transgenic mouse T cells. activation, % (series mostly up to about 46 µM). hit rate 0.065% among 360,000; in the data active = activation above about 50%; inconclusive = mostly about 30% to 49%; also: 0% is about no effect
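Unstimulated transgenic mouse T cells; 60-min compound exposure; bead-based TCR/CD4/CD28 stimulation; 18 h culture, 37 degrees C; dual fluorescence (EGFP, DsRed) plate cytometry.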
WRN inhibitor: blocks human WRN helicase; Potency, µM (doses to about 114 µM), for inactives: at the top dose activity change, negative = inhibition, hits mostly inhibitors; WRN helicase unwinding, fluorescent forked duplex, kinetic; hit rate 0.46% among 360,000; Q14191; also: potency is read from the fitted curve at half-maximal effect; % is scaled to controls: 0 for no effect and ±100 for the full control effect; nearly all actives have a fitted effect of over 55% in size
Target sequence (Q14191 whole entry, looked up): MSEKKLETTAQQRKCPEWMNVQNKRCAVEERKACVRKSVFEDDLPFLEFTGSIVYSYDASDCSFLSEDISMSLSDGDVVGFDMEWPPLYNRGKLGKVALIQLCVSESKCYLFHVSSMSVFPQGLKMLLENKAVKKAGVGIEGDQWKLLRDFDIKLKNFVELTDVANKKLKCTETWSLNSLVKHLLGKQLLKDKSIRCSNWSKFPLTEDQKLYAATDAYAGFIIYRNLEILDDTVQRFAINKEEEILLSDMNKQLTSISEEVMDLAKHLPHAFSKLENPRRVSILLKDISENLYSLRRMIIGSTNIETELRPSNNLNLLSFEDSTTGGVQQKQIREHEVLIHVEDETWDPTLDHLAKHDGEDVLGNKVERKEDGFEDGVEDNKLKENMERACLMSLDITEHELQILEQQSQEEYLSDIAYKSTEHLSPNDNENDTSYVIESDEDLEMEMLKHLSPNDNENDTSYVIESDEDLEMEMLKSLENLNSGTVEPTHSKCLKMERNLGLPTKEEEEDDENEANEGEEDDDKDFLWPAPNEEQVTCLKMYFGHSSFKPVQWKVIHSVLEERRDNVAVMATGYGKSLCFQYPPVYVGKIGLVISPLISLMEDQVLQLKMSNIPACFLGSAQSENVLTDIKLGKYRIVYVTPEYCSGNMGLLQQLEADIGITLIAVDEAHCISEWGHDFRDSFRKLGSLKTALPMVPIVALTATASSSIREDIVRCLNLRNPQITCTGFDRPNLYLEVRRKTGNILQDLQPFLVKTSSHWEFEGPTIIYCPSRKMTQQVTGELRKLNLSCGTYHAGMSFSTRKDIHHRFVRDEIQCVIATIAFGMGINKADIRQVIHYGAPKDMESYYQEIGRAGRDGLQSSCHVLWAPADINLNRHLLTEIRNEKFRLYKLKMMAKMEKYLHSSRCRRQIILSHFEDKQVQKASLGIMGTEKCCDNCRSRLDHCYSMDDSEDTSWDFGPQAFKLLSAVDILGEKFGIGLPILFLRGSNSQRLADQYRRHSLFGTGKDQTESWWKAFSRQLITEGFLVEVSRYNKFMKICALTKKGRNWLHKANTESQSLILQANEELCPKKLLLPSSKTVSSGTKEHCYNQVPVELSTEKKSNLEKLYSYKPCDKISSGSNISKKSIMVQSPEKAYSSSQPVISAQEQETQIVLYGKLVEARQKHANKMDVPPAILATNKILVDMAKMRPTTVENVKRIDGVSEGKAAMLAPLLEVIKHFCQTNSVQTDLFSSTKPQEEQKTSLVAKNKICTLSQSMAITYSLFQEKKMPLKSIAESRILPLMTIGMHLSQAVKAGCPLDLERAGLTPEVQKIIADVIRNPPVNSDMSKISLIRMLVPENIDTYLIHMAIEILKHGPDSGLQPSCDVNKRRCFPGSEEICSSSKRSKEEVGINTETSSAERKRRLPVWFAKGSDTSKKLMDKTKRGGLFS
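Primary qHTS, 1536-well format. 20 nM WRN + compound, 15 min RT; start with 100 nM forked fluorophore/quencher duplex, 2 mM ATP (final); kinetic read ex 525/em 598 nm.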
Abeta yeast res: compounds reversing amyloid beta toxicity in yeast; yeast expressing A-beta42, growth rescue, OD600, 48 h; response scale: 0% DMSO, 100% iron-clioquinol control; Potency, µM (titrated, usually from 46.1 µM), for the others: top-dose growth rescue, most hits filed as activators; hit rate 0.063% among 410,000; AID 1347071; also: potency is read from the fitted curve at half-maximal effect; nearly all actives have a fitted effect of over 55% in size
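Yeast A-beta toxicity model in growth medium with pinned compounds, 48 h at 30 C; growth read as absorbance at 600 nm. Normalized to FeCl3/clioquinol equimolar mix (positive) and DMSO (negative).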
PLK1 PBD inh: inhibitors of human PLK1 polo-box domain binding; Plk1 PBD binding of FITC phosphopeptide, fluorescence polarization; Potency, µM, for the others: max response, negative = inhibition, most hits filed as inhibitors; P53350; hit rate 2.8% among 360,000; AID 720504; also: potency is read from the fitted curve at half-maximal effect; series mostly up to about 57 µM; % is scaled to controls: 0 for no effect and ±100 for the full control effect; nearly all actives have a fitted effect of over 65% in size
PI5P4K alpha inh: inhibitors of human PI5P4K alpha; P48426; PI5P4Kalpha enzyme, ADP-Glo luminescence, 60 min; active compounds read low; max response, %; hit rate 1.2% among 330,000; AID 652105; active = max response of -50% or lower; inconclusive = between -30% and -50%; inactive = -30% or higher; also: value at the top dose of about 77 µM; % is scaled to controls: 0 for no effect and ±100 for the full control effect
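Enzyme plus substrate dispensed, test compounds pinned in, then ATP (5 microM final) added. After 60 min at RT, ADP-Glo reagent 1 for 45 min and reagent 2 for 30 min preceded luminescence imaging.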
EPAC1 agonist: activates human EPAC1 exchange factor | EPAC1 agonist qHTS, biochemical assay; response scale: 100% = response to 6.5 mM cAMP | Potency, µM (titrated, usually from 154 µM), for the others: at the highest dose activation, most hits filed as activators | hit rate 0.073% among 360,000; also: potency is read from the fitted curve at half-maximal effect; nearly all actives have a fitted effect of over 60% in size
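Multi-concentration qHTS readout: loss of Rap1B-bound BODIPY-GDP fluorescence driven by 100 nM EPAC1 with excess GDP (50 uM), monitored kinetically at room temperature; agonist response expressed relative to 6.5 mM cAMP.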
The depositor's hits bear a star; [ ] = another dose, or the depositor's remark. Unless noted, calls follow the shape of the dose curve; as a rule, active = well fitted curve in the direction sought with a large enough effect; inconclusive = small, poorly fitted or top-dose-only effect, or another doubt; inactive = no such curve, though single readings can be large; an effect the other way counts as inactive or inconclusive.

CCCN(CC(=O)Nc1ccccc1OC)C(=O)c1cccc(S(=O)(=O)NCc2ccccc2)c1 was read as aSyn rescue -1%, EPAC1 antag -19%, FUS suppressor 22%, IL2 activator -3.7, WRN inhibitor 0%, Abeta yeast res 7%, PLK1 PBD inh -9%, PI5P4K alpha inh 5 and EPAC1 agonist 0%.
CN(C)CCC#CC(O)(c1ccccc1)c1ccccc1 was read as aSyn rescue 1%, EPAC1 antag -6%, IL2 activator 0.0, WRN inhibitor -13%, Abeta yeast res 7%, PLK1 PBD inh 3%, PI5P4K alpha inh 11 and EPAC1 agonist -6%.
`CCOC(=O)c1c(NC(=O)c2ccoc2C)sc2c1CCC2` gave aSyn rescue -3%, EPAC1 antag 19%, FUS suppressor 26%, IL2 activator 3.9, WRN inhibitor -20%, Abeta yeast res -5%, PLK1 PBD inh -16% and EPAC1 agonist 1%.
Screening CCCCCCN=C(C)c1ccccc1O returned aSyn rescue -1%, EPAC1 antag -2%, FUS suppressor -27%, IL2 activator 3.3, WRN inhibitor -1%, Abeta yeast res -19%, PLK1 PBD inh 3%, PI5P4K alpha inh 4 and EPAC1 agonist -7%.
COc1ccc(NC(=O)C(C)Sc2nnc(C3CC3)n2C2CC2)cc1 (stereo not given) was read as aSyn rescue -3%, EPAC1 antag -2%, IL2 activator 1.0, WRN inhibitor -1%, Abeta yeast res 1%, PLK1 PBD inh -6%, PI5P4K alpha inh 2 and EPAC1 agonist -3%.
O=c1c(F)cn(C2CCCO2)c(=O)n1Cc1c(F)cccc1Cl (stereo not given) was read as aSyn rescue -2%, EPAC1 antag -2%, FUS suppressor 16%, IL2 activator 0.2, WRN inhibitor -7%, Abeta yeast res 4%, PLK1 PBD inh -3%, PI5P4K alpha inh 4 and EPAC1 agonist 2%.
Screening CC(C(=O)Nc1cccnc1)N1C(=O)C2C3C=CC(C3)C2C1=O (stereo not given) returned aSyn rescue 0%, EPAC1 antag -2%, FUS suppressor 16%, IL2 activator 0.7, WRN inhibitor 10%, Abeta yeast res 10%, PLK1 PBD inh 0%, PI5P4K alpha inh -2 and EPAC1 agonist 2%.
Screening CC(=O)N1CCN(c2ccccc2NC(=O)c2cccc3c(Cl)cccc23)CC1 returned aSyn rescue 17%, EPAC1 antag -19%, FUS suppressor inconclusive, IL2 activator -2.0, WRN inhibitor -11%, Abeta yeast res 2%, PLK1 PBD inh -7%, PI5P4K alpha inh 10 and EPAC1 agonist 17%.
`Cc1ccc(NC(=O)[C@H](NC(=O)[C@@H]2Cc3ccccc3CN2)c2ccccc2)cc1` gave aSyn rescue 1%, EPAC1 antag 1%, FUS suppressor 26%, IL2 activator -2.7, WRN inhibitor 0%, Abeta yeast res -2%, PLK1 PBD inh -8%, PI5P4K alpha inh -3 and EPAC1 agonist -2%.
Screening Nc1nccc(/C=C/c2c(F)cccc2Cl)n1 returned aSyn rescue inconclusive, EPAC1 antag 11%, FUS suppressor 11%, IL2 activator -5.6, WRN inhibitor -24%[57.1 µM], Abeta yeast res -27%, PLK1 PBD inh -2%, PI5P4K alpha inh 0 and EPAC1 agonist -2%.
Screening O=C(CSc1n[nH]c(-c2ccccc2)n1)Nc1ncc(Br)cc1Br returned aSyn rescue 6%, EPAC1 antag -1%, FUS suppressor 5%, IL2 activator -0.1, WRN inhibitor -8%, Abeta yeast res 10%, PLK1 PBD inh -3%, PI5P4K alpha inh -7 and EPAC1 agonist -6%.
`COc1ccc(S(=O)(=O)NC(C)C)cc1C(=O)NC1CCCCC1` gave aSyn rescue -3%, EPAC1 antag 0%, FUS suppressor -4%, IL2 activator 0.7, WRN inhibitor -11%, Abeta yeast res 11%, PLK1 PBD inh 6%, PI5P4K alpha inh -5 and EPAC1 agonist 4%.
Screening CCCC(=O)NCCCc1nc2ccccc2[nH]1 returned aSyn rescue 4%, EPAC1 antag -13%, FUS suppressor -7%, IL2 activator -2.0, WRN inhibitor -6%, Abeta yeast res 2%, PLK1 PBD inh -5%, PI5P4K alpha inh -1 and EPAC1 agonist 9%.
CCOC(=O)c1ccccc1NC(=O)Cn1cnc2c(cnn2-c2ccc(F)cc2)c1=O was read as aSyn rescue 0%, EPAC1 antag 8%, FUS suppressor 20%, IL2 activator 0.1, WRN inhibitor 0%, Abeta yeast res 0%, PLK1 PBD inh -8%, PI5P4K alpha inh 1 and EPAC1 agonist 2%.
`c1ccc(C(c2nnnn2C2CCCC2)N2CCCCCC2)nc1` (stereo not given) gave aSyn rescue 0%, EPAC1 antag -3%, FUS suppressor 4%, IL2 activator -0.5, WRN inhibitor 5%[57.1 µM], Abeta yeast res -15%, PLK1 PBD inh -5% and EPAC1 agonist -2%.
`Cc1csc(=Nc2c(C)n(C)n(-c3ccccc3)c2=O)n1-c1ccccc1` gave aSyn rescue -6%, EPAC1 antag 9%, FUS suppressor -50%, IL2 activator 0.8, WRN inhibitor 4%, Abeta yeast res -10%, PLK1 PBD inh 5%, PI5P4K alpha inh 0 and EPAC1 agonist 3%.
CCOC(=O)CSc1nnc(CNC(=O)c2cccs2)n1Cc1ccccc1 was read as aSyn rescue 3%, EPAC1 antag -18%, IL2 activator -0.3, WRN inhibitor -5%, Abeta yeast res 0%, PLK1 PBD inh 0%, PI5P4K alpha inh -2 and EPAC1 agonist 4%.
For CCOc1ccc(C2C(C(=O)c3cccs3)=C(O)C(=O)N2Cc2cccnc2)cc1OC (stereo not given) the results were aSyn rescue -2%, EPAC1 antag -2%, FUS suppressor 24%, IL2 activator 5.7, WRN inhibitor 1%, Abeta yeast res -16%, PLK1 PBD inh -12%, PI5P4K alpha inh 9 and EPAC1 agonist -12%.
`CC(=O)NC(=S)Nc1sc2c(c1C#N)CCCCC2` gave aSyn rescue -7%, EPAC1 antag -21%, FUS suppressor -1%, IL2 activator -3.6, WRN inhibitor 3%, Abeta yeast res -14%, PLK1 PBD inh 11µM*, PI5P4K alpha inh 1 and EPAC1 agonist 0%.
`O=C(C[C@H]1C[C@H](C(=O)N2CCOCC2)[C@@]2(CCC3CCCC3)c3[nH]c4cc(-c5ccco5)ccc4c3CCN2C1=O)NCC12CC3CC(CC(C3)C1)C2` gave aSyn rescue 9%, EPAC1 antag -18%, FUS suppressor -5%, IL2 activator -0.2, WRN inhibitor 4%, Abeta yeast res 4%, PLK1 PBD inh -30%, PI5P4K alpha inh -21 and EPAC1 agonist -13%.
Cc1csc(NC(=O)CSc2nccn2C)n1 was read as aSyn rescue -7%, EPAC1 antag -2%, FUS suppressor -16%, IL2 activator -0.8, WRN inhibitor -7%, Abeta yeast res 3%, PLK1 PBD inh 4%, PI5P4K alpha inh -1 and EPAC1 agonist 6%.
For COc1ccc(C(C)C)cc1S(=O)(=O)NCc1ccccn1 the results were aSyn rescue 0%, EPAC1 antag -1%, FUS suppressor 15%, IL2 activator -2.3, WRN inhibitor 10%, Abeta yeast res 13%, PLK1 PBD inh -12% and EPAC1 agonist 0%.
For CC(C)(C)C(=O)NCCc1nc2ccccc2n1CC(=O)c1ccc(Cl)cc1 the results were aSyn rescue 2%, EPAC1 antag 9%, FUS suppressor 7%, IL2 activator -4.4, WRN inhibitor 7%, Abeta yeast res -20%, PLK1 PBD inh -7%, PI5P4K alpha inh 0 and EPAC1 agonist 1%.
For Cc1ccc(C(C)C)c(OCc2n[nH]c(=S)o2)c1 the results were aSyn rescue -25%, EPAC1 antag -18%, FUS suppressor 19%, IL2 activator 0.1, WRN inhibitor -5%, Abeta yeast res inconclusive, PLK1 PBD inh inconclusive, PI5P4K alpha inh -25 and EPAC1 agonist -6%.
`Cc1ccc([N+](=O)[O-])cc1N=C(c1cccc(Br)c1)N1CCOCC1` gave aSyn rescue 7%, EPAC1 antag 7%, FUS suppressor -6%, IL2 activator -3.2, WRN inhibitor -14%, Abeta yeast res 6%, PLK1 PBD inh 0%, PI5P4K alpha inh 12 and EPAC1 agonist 11%.
Screening COc1ccccc1CNS(=O)(=O)c1c(C)[nH]c(C)c1C(=O)N1CCCCC1 returned aSyn rescue 0%, EPAC1 antag -2%, FUS suppressor -11%, IL2 activator -1.2, WRN inhibitor 3%, Abeta yeast res 6%, PLK1 PBD inh -13%, PI5P4K alpha inh 0 and EPAC1 agonist 3%.
For O=C(N/N=C/c1ccncc1)C1CC1(c1ccccc1)c1ccccc1 (stereo not given) the results were aSyn rescue 9%, EPAC1 antag 14%, FUS suppressor inconclusive, IL2 activator 3.1, WRN inhibitor -31%, Abeta yeast res -8%, PLK1 PBD inh 4%, PI5P4K alpha inh 4 and EPAC1 agonist -6%.
For Cc1ccc(NC(=O)CCC(=O)NNS(=O)(=O)c2ccccc2)c(C)c1 the results were aSyn rescue -6%, EPAC1 antag -7%, FUS suppressor -5%, IL2 activator -3.2, WRN inhibitor 4%, Abeta yeast res 6%, PLK1 PBD inh 6.7µM*, PI5P4K alpha inh inconclusive and EPAC1 agonist -5%.
CCOC(=O)C(=NC(C)CC)NNc1ccc(Br)cc1 (stereo not given) was read as aSyn rescue 20%, EPAC1 antag -14%, FUS suppressor 12%, IL2 activator -3.5, WRN inhibitor -14%, Abeta yeast res -7%, PLK1 PBD inh -11%, PI5P4K alpha inh 25 and EPAC1 agonist -2%.
For Cc1[nH]c2c(C)cccc2c1CC(=O)O the results were aSyn rescue 1%, EPAC1 antag -7%, FUS suppressor 16%, IL2 activator -0.8, WRN inhibitor -10%, Abeta yeast res -5%, PLK1 PBD inh -17%, PI5P4K alpha inh 8 and EPAC1 agonist 3%.
For CCOC(=O)c1nn(-c2ccccc2C)c(=O)c(C#N)c1C the results were aSyn rescue -1%, EPAC1 antag -2%, FUS suppressor -2%, IL2 activator 1.5, WRN inhibitor -3%[57.1 µM], Abeta yeast res -14%, PLK1 PBD inh -6%, PI5P4K alpha inh -7 and EPAC1 agonist -1%.

Bioassay records deposited in PubChem by National Center for Advancing Translational Sciences (NCATS).
